hgDAF12 agonist: hgDAF-12 agonism, primary luciferase screen; activation, % at 6.8 µM; actives 1.8% (n = 370,000); HEK293 GAL4-hgDAF12 UAS-luciferase reporter, agonist luminescence; normalized to butyrate control;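 active = activation above a cutoff set at the mean of all screened compounds plus 3 SD, cut at about 10% in these data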;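 also: 0% = DMSO wells and 100% = sodium butyrate wells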
ssDAF-12 act: activators of S. stercoralis DAF-12 nuclear receptor; AID 652126; activation, % at 6.8 µM; HEK293 ssDAF-12/GRIP1 lit1-tk-luc reporter, luminescence; % of 3 µM dafachronic acid response; actives 1% (n = 370,000);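 active = activation above the mean over all tested compounds plus 3 SD, cut at about 0.9% in these data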;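 also: 0% = DMSO-only wells and 100% = 3 µM delta7-dafachronic acid wells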
DAX1 inh-1: DAX1 (NR0B1) inhibition, primary screen; HEK293T StAR-luciferase reporter, SF-1/DAX-1 repression relief; inhibition, % at 6.8 µM; actives 1.1% (n = 370,000); AID 652010;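 active = inhibition above the mean over all tested compounds plus 3 SD, cut at about 3.6% in these data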;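 also: 0% = DAX-1 cells with DMSO and 100% = cells lacking DAX-1 with DMSO; higher inhibition means more luminescence from relief of DAX-1 repression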
NPR2 activator: GC-B (human) receptor activation. HEK293-GC-B cells, CNP EC30, cGMP TR-FRET; 0% at EC30 CNP, 100% saturating CNP. activation, % at 10 µM. actives 0.11% (n = 370,000). AID 1920062;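 active = activation at 10 µM reaching about 35% in either raw or pattern-adjusted values, limit read from the data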
GC-A act: GC-A (human) enzyme activation; actives 0.14% (n = 370,000); activation, % at 10 µM; HEK293 GC-A cells, cGMP TR-FRET, EC30 ANP; 0% at EC30 ANP, 100% saturating ANP; P16066; in the data active = activation above about 40%
proKLK7 act: proKLK7 (human) activation, primary screen. P49862. purified proKLK7, EDANS-DABCYL substrate fluorescence; 100% is mature enzyme control, 0% vehicle. activation, % at 7 µM. actives 0.9% (n = 370,000). AID 652039;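 active = activation above the mean of all tested compounds plus 3 SD, computed per campaign excluding outliers beyond control limits, cut at about 13% in these data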
Target sequence (P49862 whole entry, looked up): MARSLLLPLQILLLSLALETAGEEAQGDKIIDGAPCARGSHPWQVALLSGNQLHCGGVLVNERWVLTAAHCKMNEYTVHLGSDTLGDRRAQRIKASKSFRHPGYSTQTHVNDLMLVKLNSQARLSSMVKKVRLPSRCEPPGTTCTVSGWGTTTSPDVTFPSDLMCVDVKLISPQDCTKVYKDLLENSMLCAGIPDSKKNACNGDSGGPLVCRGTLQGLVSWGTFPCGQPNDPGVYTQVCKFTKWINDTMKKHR
DAX1 inh-2: inhibits human nuclear receptor DAX1. P51843. HEK293 Gal4-DAX1 luciferase reporter, luminescence. inhibition, % at 6.75 µM. actives 0.99% (n = 340,000). AID 504766;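 active = inhibition above the mean over all tested compounds plus 3 SD, cut at about 4.2% in these data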;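 also: 0% = DAX1-transfected cells with DMSO and 100% = empty-vector control cells with DMSO; inhibition shows as a rise in luminescence from relieved DAX1 repression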
Target sequence (P51843 207-470 limits assumed): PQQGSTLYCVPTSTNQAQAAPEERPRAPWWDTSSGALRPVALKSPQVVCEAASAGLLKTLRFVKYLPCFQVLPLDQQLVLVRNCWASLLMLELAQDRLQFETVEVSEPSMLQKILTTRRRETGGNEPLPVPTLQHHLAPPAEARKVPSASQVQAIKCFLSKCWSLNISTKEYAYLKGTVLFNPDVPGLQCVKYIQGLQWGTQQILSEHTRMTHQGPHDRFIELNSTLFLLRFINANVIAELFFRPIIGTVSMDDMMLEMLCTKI
HGIII-sPLA2 inh: Inhibits HGIII-sPLA2 liposome hydrolysis, primary screen. actives 0.56% (n = 370,000). QFRET BODIPY PC-A2 liposome hydrolysis, fluorescence. inhibition, % at 12.2 µM. Q9NZ20;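 active = inhibition above mean plus 3 SD of compounds lying within the high and low control bounds, cut at about 19% in these data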;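 also: 0% = median of test compound wells and 100% = no enzyme DMSO wells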
Target sequence (Q9NZ20 whole entry, looked up): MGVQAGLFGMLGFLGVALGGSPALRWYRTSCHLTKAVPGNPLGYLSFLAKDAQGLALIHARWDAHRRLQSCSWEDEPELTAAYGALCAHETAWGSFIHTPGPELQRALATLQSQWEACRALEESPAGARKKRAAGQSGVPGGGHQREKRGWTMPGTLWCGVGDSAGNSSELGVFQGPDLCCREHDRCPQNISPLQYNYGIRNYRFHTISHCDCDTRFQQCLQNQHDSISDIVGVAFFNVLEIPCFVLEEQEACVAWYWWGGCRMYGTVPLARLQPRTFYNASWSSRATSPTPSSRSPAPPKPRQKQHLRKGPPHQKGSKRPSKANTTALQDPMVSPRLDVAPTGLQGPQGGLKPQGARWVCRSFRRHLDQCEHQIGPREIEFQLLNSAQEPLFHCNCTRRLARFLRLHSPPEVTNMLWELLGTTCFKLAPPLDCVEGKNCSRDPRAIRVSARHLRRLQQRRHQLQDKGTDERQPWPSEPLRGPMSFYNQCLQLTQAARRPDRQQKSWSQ
SMARCA2 act: increases SMARCA2 function in MMTV reporter cells; activation, % at 9.1 µM; MG213 cells, MMTV-luciferase reporter, dexamethasone, overnight; actives 1% (n = 370,000); in the data active = activation above about 7.8%;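 also: 0% = vehicle wells and 100% = reference activator wells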
FXN GAA850 act: frataxin GAA850 promoter activation. HEK293 lucGAA850 FXN promoter luciferase reporter, 24 h; percent of 10 µM SAHA response. activation, % at 6 µM. actives 0.56% (n = 360,000). AID 540364;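 active = activation above the average of all compounds screened plus 3 SD, cutoff fixed separately per campaign, cut at about 7.5% in these data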;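 also: 0% = DMSO wells and 100% = 10 µM SAHA wells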
hcDAF-12 act: activators of H. contortus DAF-12 nuclear receptor. HEK293 hcDAF-12 lit1-tk-luc reporter, luminescence; 0% DMSO, 100% Δ7-dafachronic acid. activation, % at 6.8 µM. actives 1.4% (n = 370,000);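 active = activation above the mean of all tested compounds plus 3 SD, cut at about 5.5% in these data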;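 also: 100% = response to 3 µM Δ7-dafachronic acid high control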
* marks the source's active call; other numbers are inactive results.

What do the screens show for `CCOC(=O)Cc1csc(NC(=O)CSc2nnc(-c3cccnc3)n2Cc2ccco2)n1`?
hgDAF12 agonist: 0.5; ssDAF-12 act: -1.6; DAX1 inh-1: -0.4; NPR2 activator: 4; GC-A act: -1; proKLK7 act: 0.1; DAX1 inh-2: 0.5; HGIII-sPLA2 inh: -1; SMARCA2 act: -2; FXN GAA850 act: 1.1; hcDAF-12 act: -1.4

What do the screens show for `Cc1[nH]n(-c2c(Cl)cc(Cl)cc2Cl)c(=O)c1C=Nc1ccc(S(=O)(=O)N2CCOCC2)cc1`?
hgDAF12 agonist: -1.2; ssDAF-12 act: -1.3; DAX1 inh-1: 0.3; NPR2 activator: -3; GC-A act: 1; proKLK7 act: -0.1; DAX1 inh-2: 1.7; HGIII-sPLA2 inh: -2; SMARCA2 act: -2; FXN GAA850 act: 3.0; hcDAF-12 act: 1.2

How did CCC(C)C(NC(=O)C1CCC(C)CC1)C(=O)NC(C(=O)OC)C(C)C (stereo not given) do in these assays?
hgDAF12 agonist: -0.6; ssDAF-12 act: -1.6; DAX1 inh-1: 0.3; NPR2 activator: 1; GC-A act: -1; proKLK7 act: -0.1; DAX1 inh-2: -0.6; HGIII-sPLA2 inh: 11; SMARCA2 act: -1; FXN GAA850 act: -0.2; hcDAF-12 act: -0.6

Results for N=c1c(S(=O)(=O)c2ccc(Cl)cc2)cc2c(=O)n3ccccc3nc2n1C1CCCCC1 ?
hgDAF12 agonist: 0.3; ssDAF-12 act: -0.4; DAX1 inh-1: -0.4; NPR2 activator: -4; GC-A act: 6; proKLK7 act: -0.1; DAX1 inh-2: -0.5; HGIII-sPLA2 inh: 9; SMARCA2 act: -1; FXN GAA850 act: 2.4; hcDAF-12 act: -0.8

What do the screens show for `COc1ccc(CCN=C(N)NS(=O)(=O)c2ccccc2)cc1OC`?
hgDAF12 agonist: 2.6; ssDAF-12 act: -1.9; DAX1 inh-1: -0.6; NPR2 activator: 7; GC-A act: 3; proKLK7 act: 0.2; DAX1 inh-2: 0.0; HGIII-sPLA2 inh: 2; SMARCA2 act: -3; FXN GAA850 act: 1.8; hcDAF-12 act: -0.9

How did C[n+]1cccc(NC(=O)c2ccccc2)c1 do in these assays?
hgDAF12 agonist: 4.0; ssDAF-12 act: -0.8; DAX1 inh-1: 0.6; NPR2 activator: -3; GC-A act: 7; proKLK7 act: 0.1; HGIII-sPLA2 inh: 6; SMARCA2 act: 7; hcDAF-12 act: 0.2

Results for COCCCNC(=O)[C@H]1O[C@@H](n2cnc3c(=O)[nH]c(N)nc32)[C@H](O)[C@@H]1O ?
hgDAF12 agonist: -1.3; ssDAF-12 act: 0.7; DAX1 inh-1: 0.2; NPR2 activator: 20; GC-A act: 29; proKLK7 act: 0.5; HGIII-sPLA2 inh: -4; SMARCA2 act: -2; hcDAF-12 act: -2.9

How did CCCOc1ccc(C(=O)CCC(=O)NNC(=O)c2ccncc2)cc1 do in these assays?
hgDAF12 agonist: 0.3; ssDAF-12 act: -1.0; DAX1 inh-1: -0.9; NPR2 activator: -13; GC-A act: -2; proKLK7 act: 0.3; DAX1 inh-2: 0.2; HGIII-sPLA2 inh: -4; SMARCA2 act: 0; FXN GAA850 act: 0.6; hcDAF-12 act: -0.8

How did CCc1c(C)c2c(C)nn(-c3ccccc3)c2oc1=O do in these assays?
hgDAF12 agonist: -2.8; ssDAF-12 act: -0.6; DAX1 inh-1: -0.6; NPR2 activator: -1; GC-A act: 13; proKLK7 act: -0.4; DAX1 inh-2: 0.6; HGIII-sPLA2 inh: -1; SMARCA2 act: 0; FXN GAA850 act: 1.8; hcDAF-12 act: 0.2

How did CCCCOC(=O)C1[C@H]2C(=O)N(Cc3cccs3)C[C@]23C=C[C@H]1O3 (stereo not given in full) do in these assays?
hgDAF12 agonist: 0.6; ssDAF-12 act: -0.7; DAX1 inh-1: -0.3; NPR2 activator: 2; GC-A act: 5; proKLK7 act: -0.1; DAX1 inh-2: 0.0; HGIII-sPLA2 inh: -9; SMARCA2 act: 1; FXN GAA850 act: 1.0; hcDAF-12 act: -1.3

Results for COCCn1c(N)c(N(Cc2ccccc2)C(=O)C2=COCCO2)c(=O)[nH]c1=O ?
hgDAF12 agonist: 1.4; ssDAF-12 act: -0.9; DAX1 inh-1: -0.6; NPR2 activator: -2; GC-A act: 0; proKLK7 act: -2.7; DAX1 inh-2: 0.1; HGIII-sPLA2 inh: 6; SMARCA2 act: 3; FXN GAA850 act: 4.1; hcDAF-12 act: -0.8

How did O=C(N/C(=C/c1cccc([N+](=O)[O-])c1)C(=O)N1CCCCC1)c1cccs1 do in these assays?
hgDAF12 agonist: -1.5; ssDAF-12 act: -0.1; DAX1 inh-1: -0.2; NPR2 activator: 2; GC-A act: -2; proKLK7 act: 0.4; DAX1 inh-2: -0.6; HGIII-sPLA2 inh: 9; SMARCA2 act: -3; FXN GAA850 act: -0.8; hcDAF-12 act: -1.3

How did Cn1c(=O)cc(OCCCC(=O)NCc2ccco2)c2ccccc21 do in these assays?
hgDAF12 agonist: 2.4; ssDAF-12 act: -0.8; DAX1 inh-1: 0.8; NPR2 activator: 3; GC-A act: 1; proKLK7 act: 0.2; DAX1 inh-2: 0.9; HGIII-sPLA2 inh: 2; SMARCA2 act: 2; FXN GAA850 act: 1.5; hcDAF-12 act: -0.9

Results for Nc1nc2c(s1)COc1ccccc1-2 ?
hgDAF12 agonist: 2.0; ssDAF-12 act: 0.2; DAX1 inh-1: 0.9; NPR2 activator: 1; GC-A act: -1; proKLK7 act: -0.1; DAX1 inh-2: 1.0; HGIII-sPLA2 inh: 7; SMARCA2 act: -2; FXN GAA850 act: -0.5; hcDAF-12 act: 4.8

Results for COc1ccc(NC(=O)c2c(C(F)(F)F)nn(C)c2Cl)cc1 ?
hgDAF12 agonist: -0.4; ssDAF-12 act: -1.2; DAX1 inh-1: -0.5; NPR2 activator: -1; GC-A act: 2; proKLK7 act: -0.3; HGIII-sPLA2 inh: 3; SMARCA2 act: 2; FXN GAA850 act: 2.5; hcDAF-12 act: -2.6

What do the screens show for `CC1Cc2nc(SCC(=O)N3CCc4ccccc43)n(C)c(=O)c2S1` (stereo not given)?
hgDAF12 agonist: -0.2; ssDAF-12 act: 0.0; DAX1 inh-1: 0.6; NPR2 activator: -2; GC-A act: -4; proKLK7 act: 0.0; DAX1 inh-2: -0.5; HGIII-sPLA2 inh: 5; SMARCA2 act: 0; FXN GAA850 act: 0.0; hcDAF-12 act: 0.1

What do the screens show for `CC(C)CN1CCN(Cc2cccc3cccnc23)CC1CCO` (stereo not given)?
hgDAF12 agonist: 0.1; ssDAF-12 act: -0.8; DAX1 inh-1: -0.4; NPR2 activator: -3; GC-A act: 0; proKLK7 act: -0.1; DAX1 inh-2: -0.9; HGIII-sPLA2 inh: -4; SMARCA2 act: -3; FXN GAA850 act: 1.9; hcDAF-12 act: 1.8

What do the screens show for `COc1cc(/C=C2\SC(=S)N(Nc3ncc(C(F)(F)F)cc3Cl)C2=O)cc(OC)c1OC`?
hgDAF12 agonist: 0.0; ssDAF-12 act: -1.1; DAX1 inh-1: 0.1; NPR2 activator: 6; GC-A act: -6; proKLK7 act: 0.3; DAX1 inh-2: -0.7; HGIII-sPLA2 inh: 5; SMARCA2 act: 1; FXN GAA850 act: -1.1; hcDAF-12 act: -1.3

Results for Cc1ccc(C(=O)c2cc3ccccc3o2)cc1C ?
hgDAF12 agonist: 11*; ssDAF-12 act: 0.6; DAX1 inh-1: 2.1; NPR2 activator: 0; GC-A act: 3; proKLK7 act: 0.1; DAX1 inh-2: 2.9; HGIII-sPLA2 inh: 2; SMARCA2 act: 0; FXN GAA850 act: 3.4; hcDAF-12 act: 4.9

What do the screens show for `COc1ccc(/C=C/C(=O)Nc2nc(C)c(C(=O)N(C)C)s2)cc1OC`?
hgDAF12 agonist: -0.5; ssDAF-12 act: -0.5; DAX1 inh-1: -0.3; NPR2 activator: 2; GC-A act: -6; proKLK7 act: 5.6; DAX1 inh-2: -0.8; HGIII-sPLA2 inh: 3; SMARCA2 act: -3; FXN GAA850 act: 0.1; hcDAF-12 act: 0.7

What do the screens show for `Cc1nc2c(-c3ccc(F)cc3)c(C)[nH]n2c(=O)c1Cl`?
hgDAF12 agonist: -0.3; ssDAF-12 act: -0.6; DAX1 inh-1: -0.5; NPR2 activator: 3; GC-A act: 1; proKLK7 act: -0.8; DAX1 inh-2: -0.6; HGIII-sPLA2 inh: -2; SMARCA2 act: -2; FXN GAA850 act: 1.3; hcDAF-12 act: 0.4

What do the screens show for `COc1ccccc1C(=O)NC(=O)COC(=O)CCNS(=O)(=O)c1ccccc1`?
hgDAF12 agonist: 0.3; ssDAF-12 act: -1.1; DAX1 inh-1: 0.1; NPR2 activator: 1; GC-A act: 1; proKLK7 act: -0.6; DAX1 inh-2: 0.1; HGIII-sPLA2 inh: 6; SMARCA2 act: -2; FXN GAA850 act: -0.1; hcDAF-12 act: -0.2

What do the screens show for `FC(F)(F)c1ccc(-n2ccnc2)nc1`?
hgDAF12 agonist: -3.0; ssDAF-12 act: -0.9; DAX1 inh-1: 0.6; NPR2 activator: -1; GC-A act: 1; proKLK7 act: 0.0; DAX1 inh-2: 1.0; HGIII-sPLA2 inh: 9; SMARCA2 act: -3; FXN GAA850 act: 1.3; hcDAF-12 act: -1.1

Results for COc1ccccc1N(C)C(=O)c1cc(S(=O)(=O)N2CCc3ccccc32)cn1C ?
hgDAF12 agonist: 0.9; ssDAF-12 act: -1.1; DAX1 inh-1: -1.1; NPR2 activator: -4; GC-A act: -6; proKLK7 act: 0.3; DAX1 inh-2: 0.4; HGIII-sPLA2 inh: -14; SMARCA2 act: 1; FXN GAA850 act: 0.1; hcDAF-12 act: 1.2

Results for Cc1cc(C)cc(NC(=O)CSc2nc(=O)n(CCN3CCOCC3)c3c2CCCC3)c1 ?
hgDAF12 agonist: -0.5; ssDAF-12 act: -1.8; DAX1 inh-1: 0.0; NPR2 activator: 0; GC-A act: -2; proKLK7 act: 0.2; DAX1 inh-2: 2.0; HGIII-sPLA2 inh: 0; SMARCA2 act: -2; FXN GAA850 act: 1.6; hcDAF-12 act: -0.1

What do the screens show for `O=C(O)CC1S/C(=N/N=C/c2ccc(-c3ccc(Cl)c([N+](=O)[O-])c3)o2)NC1=O` (stereo not given)?
hgDAF12 agonist: -3.2; ssDAF-12 act: -1.1; DAX1 inh-1: -0.2; NPR2 activator: 1; GC-A act: 0; proKLK7 act: -0.4; DAX1 inh-2: -0.3; HGIII-sPLA2 inh: -5; SMARCA2 act: 1; FXN GAA850 act: 1.2; hcDAF-12 act: 3.8

What do the screens show for `O=C(OCc1ccccc1)N1CCC2CC1c1ccc(N3CCNCC3)cc12` (stereo not given)?
hgDAF12 agonist: 14*; ssDAF-12 act: -0.2; DAX1 inh-1: -1.4; NPR2 activator: 6; GC-A act: 0; proKLK7 act: 0.1; DAX1 inh-2: 0.1; HGIII-sPLA2 inh: 31*; SMARCA2 act: 2; FXN GAA850 act: 1.6; hcDAF-12 act: 3.6

Compound activity: PubChem BioAssay, several laboratories

Not a hit list; about 6.7% have a hit in one of these screens.
